High-throughput results deposited in PubChem by Johns Hopkins Ion Channel Center.
TRPC4 act – activators of mouse TRPC4 channel, primary screen, Fluo4 calcium, HEK293 TRPC4beta/mu-opioid cells; Short transient receptor potential channel 4 (Mus musculus), Q9QUQ5; Fluo4 calcium fluorescence; active compounds read high; B-score at 10 µM; 0.49% of 310,000 active;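 active = B-score above 5 SD of library B-scores, and initial fluorescence ratio not above library mean plus 5 SD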;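 also: positive B-score marks a calcium rise read as TRPC4 activation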
Target sequence (Q9QUQ5 whole entry, looked up): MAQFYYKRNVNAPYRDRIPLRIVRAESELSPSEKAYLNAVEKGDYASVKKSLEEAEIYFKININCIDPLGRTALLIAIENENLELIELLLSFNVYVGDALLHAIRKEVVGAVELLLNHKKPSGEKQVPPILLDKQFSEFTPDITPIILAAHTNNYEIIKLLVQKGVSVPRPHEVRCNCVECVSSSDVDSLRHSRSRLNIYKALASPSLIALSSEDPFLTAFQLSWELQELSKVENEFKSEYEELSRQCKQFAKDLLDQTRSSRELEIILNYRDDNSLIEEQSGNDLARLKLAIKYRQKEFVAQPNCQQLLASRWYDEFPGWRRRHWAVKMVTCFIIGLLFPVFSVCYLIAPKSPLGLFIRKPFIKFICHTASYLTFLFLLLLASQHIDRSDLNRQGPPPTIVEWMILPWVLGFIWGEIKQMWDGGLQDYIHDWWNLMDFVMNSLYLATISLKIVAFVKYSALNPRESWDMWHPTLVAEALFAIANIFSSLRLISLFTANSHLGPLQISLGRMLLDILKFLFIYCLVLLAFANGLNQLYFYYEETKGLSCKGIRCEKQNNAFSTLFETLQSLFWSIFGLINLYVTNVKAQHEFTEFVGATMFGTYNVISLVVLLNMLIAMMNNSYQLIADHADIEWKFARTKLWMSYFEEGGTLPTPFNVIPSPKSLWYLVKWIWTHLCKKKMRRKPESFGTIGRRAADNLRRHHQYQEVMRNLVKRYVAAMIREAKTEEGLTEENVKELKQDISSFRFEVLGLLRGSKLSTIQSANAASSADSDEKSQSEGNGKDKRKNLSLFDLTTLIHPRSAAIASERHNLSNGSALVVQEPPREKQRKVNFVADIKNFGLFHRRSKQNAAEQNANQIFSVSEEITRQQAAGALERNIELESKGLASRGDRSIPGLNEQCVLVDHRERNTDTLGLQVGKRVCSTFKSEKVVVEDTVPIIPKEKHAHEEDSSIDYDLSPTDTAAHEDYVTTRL
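Test system: HEK293 cells stably co-expressing mouse TRPC4beta and mu-opioid receptor | Schedule: Fluo4 dye loading 45 min at room temperature, 110 s recording | Measured by: Kinetic Fluo4 calcium fluorescence, 5 s baseline at 1 Hz | Evaluation: B score of integrated ratio | Controls: Buffer (low) and maximal DAMGO (high)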
TRPC6 inhibitor – mouse TRPC6 channel inhibitors, primary screen, cell-based, HEK293, membrane potential dye | 1.1% of 310,000 active | AID 2553, 2010 | ACh-evoked depolarization; active compounds read low | B-score at 10 µM;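 active = B-score under library mean minus 3 SD, initial fluorescence not abnormally high, positive integrated signal ratio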;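 also: B-score derived from integrated fluorescence ratio over the kinetic read; more negative B-score means stronger inhibition of depolarization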
MrgX1 antag – antagonists of human MrgX1 receptor, primary screen, HEK293 cells, Fluo-4 calcium flux. 1.3% of 310,000 active. Mas-related G-protein coupled receptor member X1 (Homo sapiens), Q96LB2. AID 588676, 2011. BAM8-22 antagonism; active compounds read low. B-score at 10 µM;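 active = calcium-response B-score plate-corrected more than 3 library SD below zero, starting fluorescence within 5 deviations, no agonist response on first addition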;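 also: peak minus trough fluorescence over baseline after final BAM8-22 challenge near maximal dose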
TMEM16A inh – TMEM16A chloride channel inhibitors, primary screen, cell-based, HTS | HEK293 TMEM16A/YFP iodide influx fluorescence, ionomycin | normalized B-score (activity score, 25-100; higher = stronger inhibition) at 10 µM | Anoctamin-1 (Mus musculus), Q8BHY3 | 1.2% of 310,000 active;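 active = ratio plate-corrected score three or more library SD toward inhibition, starting fluorescence score within five deviations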;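 also: score derived from kinetic fluorescence span divided by baseline fluorescence per well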
TRPC4 inh – inhibitors of mouse TRPC4 channel, primary screen, Fluo4 calcium, HEK293 TRPC4beta/mu-opioid cells; AID 2247, 2010; 0.39% of 300,000 active; Short transient receptor potential channel 4 (Mus musculus), Q9QUQ5; B-score at 10 µM; DAMGO-evoked Fluo4 calcium flux; active compounds read low;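 active = B-score over 3 SD under the library average, no early fluorescence shift, positive overall ratio signal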
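Assay system: HEK293 cells with stable TRPC4beta plus mu-opioid receptor expression. Dosing: single dose. Measured by: Fluo4 Ca2+ flux fluorescence. Also added: DAMGO in two steps, submaximal then maximal. Read-out: B score from integrated Fluo4 fluorescence ratio.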
TRPC4 potent – positive allosteric modulators of TRPC4, primary screen, cell-based, mouse TRPC4beta, HEK293 mu-opioid, Fluo-4 calcium | Short transient receptor potential channel 4 (Mus musculus), Q9QUQ5 | DAMGO EC20, Fluo-4 Ca2+ flux; active compounds read high | B-score at 10 µM | 0.42% of 310,000 active | AID 2227, 2009;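 active = B-score of calcium response area above 5 SD of library B-scores, with initial fluorescence ratio within 5 SD of library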;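 also: B-score of integrated fluorescence ratio over time as area under calcium response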
ANO1 activ – TMEM16A chloride channel activators or potentiators, primary screen, cell-based, HTS. Anoctamin-1 (Mus musculus), Q8BHY3. B-score at 10 µM. 0.3% of 340,000 active. HEK293 TMEM16A/YFP-H148Q/I152L, iodide quench fluorescence; active compounds read low. AID 623877, 2012;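 active = fluorescence-ratio B-score plate-corrected deviation score at least 3 library SD below zero, with starting fluorescence score within 5 deviations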;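 also: channel opened by trigger with iodide after compound preincubation; score built on the fluorescence ratio of max minus min over baseline; more negative score means more quench and so TMEM16A activation or potentiation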
MrgX1 agonist – agonists of human MrgX1 receptor, primary screen, HEK293 cells, Fluo-4 calcium flux. B-score at 10 µM. Mas-related G-protein coupled receptor member X1 (Homo sapiens), Q96LB2. 0.44% of 310,000 active. Fluo-4 calcium fluorescence, agonist mode; active compounds read high. AID 588627, 2011;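 active = calcium response B-score plate-corrected fluorescence ratio at least 3 library SD, with starting fluorescence B-score inside 5 SD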
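Material – MrgX1-expressing HEK293 cells · Input – 15,000 cells seeded per well · Dosing – compound as first of three additions · Times – overnight seeding, then 1 h dark dye loading · Measured by – kinetic Fluo-4 NW fluorescence of intracellular calcium · Read-out – B-scored fluorescence response ratio · Benchmarks – positive and negative control wells on each plate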
TRPC6 activator – mouse TRPC6 channel activators, primary screen, cell-based, HEK293, membrane potential dye | Short transient receptor potential channel 6 (Mus musculus), Q61143 | HEK293-TRPC6 membrane potential dye fluorescence; active compounds read high | B-score at 10 µM | 0.13% of 310,000 active | AID 2550, 2010;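 active = B-score of the integrated fluorescence ratio above library mean plus 3 SD, and starting fluorescence ratio within library mean plus 5 SD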;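 also: higher score means more depolarization so channel activation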
MrgX1 PAM – positive allosteric modulators of MrgX1, primary screen, HEK293 cells, Fluo-4 calcium flux. 0.63% of 310,000 active. AID 588675, 2011. B-score at 10 µM. FDSS; active compounds read high. Mas-related G-protein coupled receptor member X1 (Homo sapiens), Q96LB2;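 active = plate-corrected calcium response at least 3 library SD above typical, normal starting fluorescence, not activating the receptor alone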;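 also: compound read alongside a low EC10 to EC30 dose of BAM8-22 agonist; peak minus trough fluorescence over baseline measured at the second addition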
RGS4 inh – RGS4 inhibitors, primary screen, cell-based, HEK293 M3R inducible RGS4, calcium flux. Regulator of G-protein signaling 4 (Homo sapiens), P49798. Fluo-4 calcium flux; active compounds read high; triggered by carbachol at its EC20. B-score at 10 µM. 0.45% of 310,000 active. AID 463165, 2010;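 active = B-score, a plate-corrected calcium signal, over three deviations above library mean, with baseline fluorescence within five deviations of library mean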;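 also: RGS4 expression induced by doxycycline in cells with stable M3 receptor; B-score is computed from the integrated fluorescence ratio over baseline after carbachol; higher B-score means a larger calcium signal and so more RGS4 inhibition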
Active calls of the source: *; i = inactive; · = no result given. Rows were taken by chance, and some 5.8% of all compounds hit somewhere here.

SMILES	TRPC4 act	TRPC6 inhibitor	MrgX1 antag	TMEM16A inh	TRPC4 inh	TRPC4 potent	ANO1 activ	MrgX1 agonist	TRPC6 activator	MrgX1 PAM	RGS4 inh
CC1=NOC(=O)/C1=C/c1ccc2c(c1)OCO2	i	i	i	i	i	i	i	i	i	i	i
COCCNC(=O)CSC1=N/C(=C/c2ccc(Cl)c(Cl)c2)C(=O)N1c1ccccc1F	i	i	i	i	i	i	i	i	i	i	i
Cc1cccc(OCc2nc3ccccc3n2C)c1	i	i	i	i	i	i	i	i	i	i	i
COc1ccc(CNC(=O)CN(C)Cc2ccc(C(C)(C)C)cc2)cc1	i	i	i	i	i	i	i	i	i	i	i
COc1ccc(C2CC(=O)C3=C(C2)Nc2ccccc2N(C(=O)CCC(=O)O)C3c2ccc(F)cc2)cc1 (stereo not given)	i	i	i	i	i	i	i	i	i	i	i
CCc1c(O)nc(SCC(=O)Nc2cc(C)on2)n(-c2ccccc2)c1=O	i	i	i	i	i	i	i	i	i	i	i
Nc1nnc(SCCN2C(=O)c3ccccc3S2(=O)=O)s1	i	i	i	i	i	i	i	i	i	i	i
Cc1cc(=O)n2[nH]c(C(=O)O)nc2n1	i	i	i	i	i	i	i	i	i	i	i
Cc1noc(C)c1S(=O)(=O)N1CCC(C(=O)NCCc2ccc(S(N)(=O)=O)cc2)CC1	i	i	i	i	i	i	i	i	i	i	i
Cc1[nH]c2ccccc2c1N=Nc1cc(C(=O)O)cc(C(=O)O)c1	i	i	i	i	i	i	i	i	i	i	i
CCOC(=O)C1=C(C)N=c2s/c(=C\c3ccc(OC(C)=O)c(OCC)c3)c(=O)n2C1/C=C/c1ccccc1 (stereo not given)	i	i	i	i	i	i	i	i	i	i	i
O=C(CSc1nccc(=O)[nH]1)NC1CCCc2ccccc21 (stereo not given)	i	i	i	i	i	i	i	i	i	i	i
COc1ccccc1N/C(N)=N/c1nc(CSc2nc3ccccc3s2)cc(=O)[nH]1	i	i	i	i	i	i	·	i	i	i	i
CCN(CC)C(=O)C1CCCN(Cc2nc(-c3cccs3)no2)C1 (stereo not given)	i	i	i	i	i	i	i	i	i	i	i
CN1C(=O)CC(N2CCC(C(N)=O)(N3CCCCC3)CC2)C1=O (stereo not given)	i	i	i	i	i	i	i	i	i	i	i
COCCNC(=S)Nc1ccc(S(=O)(=O)Nc2ncccn2)cc1	i	i	i	i	i	i	i	i	i	i	i
O=C(N=C1SCC(=O)N1c1ccccc1)c1ccco1	·	·	i	i	·	·	i	i	·	i	·
CCCCN(C(=O)c1ccco1)C1CCS(=O)(=O)C1 (stereo not given)	i	i	i	i	i	i	i	i	i	i	i
O=c1oc2ccccc2c(NC2CCCCC2)c1NS(=O)(=O)c1ccc(Br)cc1	i	i	i	i	i	i	i	i	i	i	i
C=CCn1c(C)cc(C2=NNC(=Nc3ccc(C)cc3)SC2)c1C	i	i	i	i	i	i	i	i	i	i	i
O=[n+]1c2c(n([O-])c3ccccc31)CCC2	i	i	i	i	i	i	i	i	i	i	i
Cn1cc([C@@H]2C[C@H]3CN(Cc4cccc(Cl)c4)C(=O)[C@]34CCCN24)c(-c2ccccc2)n1	i	i	i	i	i	i	i	i	i	i	i
CC(C)Sc1nc(NCc2ccco2)c2c3c(sc2n1)COC(C)(C)C3	i	i	i	i	i	i	i	i	i	i	i
CC(=O)OC[C@H]1O[C@H](C/C=N/OC[C@@H](O)[C@H]2O[C@@H]3OC(C)(C)O[C@@H]3[C@H]2O)C=C[C@@H]1OC(C)=O	i	i	i	i	i	i	·	i	i	i	i
Cc1cc(Br)c(NC(=O)CCNC(=O)OCc2ccccc2)cc1C	i	i	i	i	i	i	i	i	i	i	i
O=C(NCCCn1ccnc1)c1ccc(COc2ccccc2)o1	i	i	i	i	i	i	i	i	i	i	i
Cc1cc(C)n2nc(C(=O)OCCOc3ccc(F)cc3)nc2n1	i	i	i	i	i	i	i	i	i	i	i
CC1(C)Cc2c(cnn2-c2ccc(F)cc2)C(NC(=O)CCCN2CCCCC2=O)C1 (stereo not given)	i	i	i	i	i	i	i	i	i	i	i
CN(C)S(=O)(=O)c1ccc(Cl)c(NC(=O)CN2CCCCCC2)c1	i	i	i	i	i	i	i	i	i	i	i
COc1ccc(COC(=O)C2=C(C)NC(=O)NC2c2cccc(OC)c2OC)cc1 (stereo not given)	i	i	i	i	i	i	i	i	i	i	i
Nc1nc(N2CCN(c3cccc(Cl)c3)CC2)n[nH]1	i	i	i	i	i	i	i	i	i	i	i
CN(C)c1cccc(C(=O)Nc2nnc(Cc3ccccc3)s2)c1	i	i	i	i	i	i	i	i	i	i	i
O=C(CCC(=O)c1ccccc1)NCCOc1ccccc1	i	i	i	i	i	i	i	i	i	i	i
O=C(CSc1nnnn1-c1ccc(F)cc1)NC1CCCCC1	i	i	i	i	i	i	i	i	i	i	i
CCC1CCCCN1C(=O)CNCC1CCCO1 (stereo not given)	i	i	i	i	i	i	i	i	i	i	i
C/C=C/c1ccc(OCCCCN2C(=O)NC(C)(C)C2=O)c(OC)c1	i	i	i	i	i	i	i	i	i	i	i
NS(=O)(=O)c1ccc(CCNCC(=O)NC2CC2)cc1	i	i	i	i	i	i	i	i	i	i	i
COC(=O)CC1=NC(=O)CS1	i	i	i	i	i	i	i	i	i	i	i
COc1ccc(Nc2nnc(C)c(=O)[nH]2)c(OC)c1	i	i	i	i	i	i	i	i	i	i	i
CC12CCC(C(=O)N(NC(=O)c3cc(Cl)ccc3O)C1=O)C2(C)C (stereo not given)	i	i	i	i	i	i	i	i	i	i	i
O=C(N/N=C/c1ccccc1[N+](=O)[O-])c1ccc2c(c1)OCCO2	i	i	i	i	i	i	i	i	i	i	i
CC(NC(=O)C1CCCC1)C1CC2CCC1C2 (stereo not given)	i	i	i	i	i	i	i	i	i	i	i
COc1ccc(CCN2CC(C(=O)Nc3ccc4c(c3)OCO4)CC2=O)cc1OC (stereo not given)	i	i	i	i	i	i	i	i	i	i	i
O=C(CCc1ccccc1)N/N=C\c1cc2c(cc1Br)OCO2	i	i	i	i	i	i	i	i	i	i	i
CCCCCCC(=O)NNC(=O)c1c(O)c2ccccc2n(CCC)c1=O	i	i	i	i	i	i	i	i	i	i	i
O=C(Nc1cccc(-n2cnnn2)c1)c1cnccc1Cl	i	i	i	i	i	i	i	i	i	i	i
O=C1NN(c2ccccc2)C(=O)C2C3C=CC(C4CC34)C12 (stereo not given)	i	i	i	i	i	i	i	i	i	i	i
CCCOc1ccc(C(=O)N2CCN(c3ccc(N)cc3Cl)CC2)cc1	i	i	i	i	i	i	i	i	i	i	i
CCCn1c(SCc2ccccc2)nc2c1c(=O)[nH]c(=O)n2C	i	i	i	i	i	i	i	i	i	i	i
CCN(CC)c1ccc(C(=O)N/N=C(\C)c2cccnc2)cc1	i	i	i	i	i	i	i	i	i	i	i
COCCSc1ccccc1C(=O)Nc1cc([N+](=O)[O-])ccc1OC	i	i	i	i	i	i	i	i	i	i	i
O=C(O)c1cc2cc(Cl)cc(Cl)c2oc1=O	i	i	i	i	i	i	i	i	i	i	i
O=C(NCCS(=O)(=O)NCc1ccccc1Cl)c1ccccc1	i	i	i	i	i	i	i	i	i	i	i
Cc1ccc(N/C=C2\CCCCC2=O)nc1	i	i	i	i	i	i	i	i	i	i	i
CCOc1ccccc1C1CC(=O)NC(SCC)=C1C#N (stereo not given)	i	i	i	i	i	i	i	i	i	i	i
O=C1c2cccc(Sc3ccccc3)c2C(=O)c2c(Sc3ccccc3)cccc21	i	i	i	i	i	i	i	i	i	i	i
O=C(CCCc1ccccc1)Nc1ccnn1C1CCN(Cc2ccccn2)CC1	i	i	i	i	i	i	i	i	i	i	i
O=C(CSc1nnc(-c2ccccn2)o1)Nc1ccccc1C(F)(F)F	i	i	i	i	i	i	i	i	i	i	i
O=C(NCC1CCCN(C(=O)NCc2ccccc2)C1)c1ccc2c(c1)OCO2 (stereo not given)	i	i	i	i	i	i	i	i	i	i	i
COc1ccc(-n2ncc3c2CC(C)(C)CC3NC(=O)C2CCN(C(C)=O)CC2)cc1 (stereo not given)	i	i	i	i	i	i	i	i	i	i	i

More records follow:
SMILES	TRPC4 act	TRPC6 inhibitor	MrgX1 antag	TMEM16A inh	TRPC4 inh	TRPC4 potent	ANO1 activ	MrgX1 agonist	TRPC6 activator	MrgX1 PAM	RGS4 inh
COc1ccc(C(C)(C)NC(=O)C2CCC(=O)N(CCCN3CCCC3=O)C2)cc1 (stereo not given)	i	i	i	i	i	i	i	i	i	i	i
CCCN(CCC)S(=O)(=O)c1ccc(C(=O)N2CCCc3ccccc32)cc1	i	i	i	100*	i	i	i	i	i	i	i
O=C(O)c1ccc(NC(=O)C2(c3ccccc3)CCCC2)cc1	i	i	i	i	i	i	i	i	i	i	i
CCOCCCNS(=O)(=O)c1ccc2c(c1)OCCO2	i	i	i	i	i	i	i	i	i	i	i
COC(=O)CCC(=O)NNC(=O)CCC(=O)Nc1cccc(Cl)c1C	i	i	i	i	i	i	i	i	i	i	i
CCN(CC(=O)Nc1sc2c(c1C#N)CCCC2)CC(=O)NC1CCS(=O)(=O)C1 (stereo not given)	i	i	i	i	i	i	i	i	i	i	i
